Screening data from PubChem.
esBAF inh – Bmi1 luciferase reporter increase in mESCs, primary screen, esBAF inhibitor project, mouse ES cells, Bmi1 luciferase knock-in, single point. 24 h; 100% = twice the neutral-well signal. reporter increase, % at 12.5 µM. actives 2% (n = 350,000). AID 602393, 2012; in the data active = activation above about 40%;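 note: 0% = median of the plate's neutral control wells and 100% = double that signal; a rise in the Bmi1 reporter signal indicates esBAF inhibition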
LGR2 inh – inhibitors of bursicon-induced LGR2 CRE-luciferase signal, primary screen, cell-based, HEK293, CRE-luciferase reporter, bursicon stimulation | inhibition, % at 9.99 µM | bursicon-stimulated, 4 h | AID 720647, 2013 | actives 0.35% (n = 380,000) | Drosophila bursicon receptor LGR2 (rickets);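 active = drop in luminescence signal, shown as inhibition above about 50% in the replicate tests, limit read from the data, passing the limit was not always enough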;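 note: agonist challenge used bursicon conditioned medium at about half maximal strength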
SIRT5 inh – SIRT5 desuccinylase inhibitors, primary screen, biochemical, fluorescence imaging, single point, set 5; Purified SirT5, succinyl-peptide AMC, trypsin-coupled fluorescence; inhibition, % at 15 µM; actives 1.1% (n = 330,000); AID 652115, 2013; in the data active = inhibition above about 15%
Target sequence (Q9NXA8 whole entry, looked up): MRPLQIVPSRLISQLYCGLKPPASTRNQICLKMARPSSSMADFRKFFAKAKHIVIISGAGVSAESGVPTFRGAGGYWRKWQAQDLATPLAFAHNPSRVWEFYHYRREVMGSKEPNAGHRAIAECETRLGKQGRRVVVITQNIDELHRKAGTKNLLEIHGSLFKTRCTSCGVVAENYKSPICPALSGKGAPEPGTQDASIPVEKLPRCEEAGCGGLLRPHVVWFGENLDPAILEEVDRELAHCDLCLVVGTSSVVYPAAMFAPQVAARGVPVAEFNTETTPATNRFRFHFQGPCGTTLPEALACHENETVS
S100A4 MyoIIA – inhibitors of S100A4-myosin IIA peptide binding, primary screen, biochemical, fluorescence polarization, TAMRA-MyoIIA peptide; Protein S100-A4 (Homo sapiens), P26447; inhibition, % at 10.7 µM; actives 0.14% (n = 360,000); AID 652163, 2013;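 active = mean inhibition of at least 70% across replicates, with every replicate also reaching that level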
Target sequence (P26447 whole entry, looked up): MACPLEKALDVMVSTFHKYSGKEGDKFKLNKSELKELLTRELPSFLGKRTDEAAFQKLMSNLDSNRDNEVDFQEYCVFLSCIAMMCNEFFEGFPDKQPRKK
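System – human S100A4 monomer protein, biochemical binding assay · Buffer or medium – Calcium-containing HEPES buffer, pH 7.2 · Timing – 5 min between mix addition and reading · Also added – TAMRA-labelled myosin IIA heavy-chain peptide probe, 5 nM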
FN deposition inh – inhibitors of fibronectin matrix deposition, primary screen, AH1F cells, Alexa488-fibronectin fluorescence, plate reader; inhibition, % at 12.6 µM; AH1F fibroblasts, overnight; actives 0.086% (n = 350,000); AID 743247, 2014;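 active = mean inhibition across replicates of 30% or more, regardless of how many single replicates reach that level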;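 note: positive control wells lacked labelled fibronectin entirely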
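Test system: AH1F fibroblast monolayer depositing Alexa488-labelled fibronectin into matrix. Input: 10000 cells per well. Technique: fluorescence, ex 485 nm, em 525 nm. Buffer or medium: DMEM plus 2% serum, read in PBS. Timing: 1 h cell adhesion before compound, then overnight fibronectin incubation. Compound: single dose, pinned. Read-out basis: inhibition from reduced deposited-fibronectin fluorescence.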
Statin myotox sup – suppressors of statin myotoxicity in C2C12 myotubes, primary screen, cell-based, single point, plate reader; C2C12 myotubes + simvastatin, ATP luminescence, 48 h; scaled: DMSO 0, geranylgeraniol control 100; rescue of ATP level, % at 7.49 µM; actives 0.78% (n = 330,000); AID 602340, 2012;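 active = mean ATP rescue above about 67%, or every replicate alone reaching that limit, limit read from the data, passing the limit was not always enough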;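 note: myotubes were challenged with 10 µM simvastatin during compound exposure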
Casp6 inh – human caspase-6 inhibitors, primary screen, biochemical, VEID-R110 fluorescence, single point, set 2; purified caspase-6, Z-VEID-R110 cleavage fluorescence; inhibition, % at 12.5 µM; actives 0.53% (n = 350,000); AID 686996, 2013;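 active = mean inhibition across replicates at least about 35%, with every replicate also reaching that limit, limit read from the data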;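 note: 0% = median of neutral control wells and 100% = no fluorescence left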
Target sequence (P55212 24-179 limits assumed): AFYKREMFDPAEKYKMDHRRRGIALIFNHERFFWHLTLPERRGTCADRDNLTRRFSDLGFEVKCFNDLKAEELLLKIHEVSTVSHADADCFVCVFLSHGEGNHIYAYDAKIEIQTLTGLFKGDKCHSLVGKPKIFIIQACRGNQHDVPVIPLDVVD
Target sequence (P55212 194-293 limits assumed): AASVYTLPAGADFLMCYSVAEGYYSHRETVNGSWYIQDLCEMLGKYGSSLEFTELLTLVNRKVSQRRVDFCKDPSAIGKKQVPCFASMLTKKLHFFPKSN
An asterisk follows results filed as active; / = not tested or not shown. Not all compounds are listed; count on the stated rates, not on these rows.

Compound	esBAF inh	LGR2 inh	SIRT5 inh	S100A4 MyoIIA	FN deposition inh	Statin myotox sup	Casp6 inh
COc1ccc(CCN(C)C(=O)C2CCCN(C3CCN(Cc4ccccc4)CC3)C2)cc1OC (configuration not stated)	-6	2	-6	16	-25	-2	-6
CC(C)C[C@H](NC(=O)C1CCCC1)C(=O)N1CCC[C@H]1C(=O)NCc1ccccc1	/	5	-1	-5	-5	/	-1
N#Cc1ccccc1COC(=O)CCCC1=NS(=O)(=O)c2ccccc2N1	7	9	32*	-4	4	-3	1
CCn1ccnc1CNC(=O)C1CCC(=O)N(Cc2cccc(C(F)(F)F)c2)C1 (configuration not stated)	0	4	-4	-1	1	-2	1
Cc1ccc(CC(=O)Nc2ncc([N+](=O)[O-])s2)cc1	25	-78	0	-6	/	5	-2
COc1ccccc1CNc1nc(NCC2CC2)nc2ccsc12	-14	4	-5	-1	-9	-24	-2
O=C(Nc1ccc([N+](=O)[O-])cc1)c1cncc(Br)c1	/	-2	-2	-3	8	/	1
CC(=O)Nc1ccc(S(=O)(=O)N2CCN(C(=O)N3CCCC3)CC2)cc1	-9	-19	-4	-15	4	1	-1
CCCN(C)C[C@H]1OCCCC[C@H](C)Oc2ccc(NC(=O)CCC(F)(F)F)cc2C(=O)N([C@H](C)CO)C[C@@H]1C	-6	6	7	-9	/	16	-2
N#Cc1ccc(C(=O)NCC(c2ccco2)N2CCCC2)cc1 (configuration not stated)	0	-17	/	/	/	-1	/
CC(=O)c1sc2nc(-c3ccco3)ccc2c1N	/	/	1	1	5	/	64*
CC(=O)Nc1ccc(C=NN=C2c3ccccc3-c3ccccc32)cc1	/	-10	2	-3	10	/	-2
COc1ccc(NC(=O)CCCn2cc([N+](=O)[O-])cn2)cc1	/	0	-2	-2	-9	/	-4
Cc1ccc(NC(=O)c2ccc(S(=O)(=O)N3CCOCC3)cc2)c(C)c1	0	-2	-2	-2	0	45	-3
CCN1CCN(c2cc(C(C)(C)C)nc3c(-c4ccccc4)c(C)nn23)CC1	-4	/	/	/	-6	-52	/
CNC(=S)N/N=C/c1ccc(OCc2ccccc2)c(Br)c1	0	18	/	/	-4	11	/
CC1CCCCN1S(=O)(=O)c1cccc(S(=O)(=O)N2CCOCC2)c1 (configuration not stated)	-10	1	-2	-1	6	17	1
COc1ccc(NC(=O)N(C)C[C@H]2OCc3ccccc3-c3ccccc3C(=O)N([C@H](C)CO)C[C@@H]2C)cc1	3	-22	2	1	8	-6	0
CN(C)CCCNC(=O)C[C@@H]1CC[C@H]2[C@H](COc3ccc(NC(=O)NC4CCCC4)cc3C(=O)N2C)O1	19	-13	-6	9	-7	-30	-1
COc1cccc2c(=O)n(CC(=O)NCCc3ccccc3)ccc12	/	-17	0	0	-10	/	1
Cc1cc(NC(=O)CSc2nnc(-c3ccncc3)n2C)n(-c2ccccc2)n1	-1	8	-2	-9	1	15	4
C=CC1c2cc(O)c(OC)cc2CCN1Cc1sc2ccccc2c1Cl (configuration not stated)	/	/	1	-9	/	/	-16
S=C(Nc1ccccc1Cl)N1CCCCC1	/	-17	/	2	-4	/	0
CC1(C(=O)NS(=O)(=O)c2ccc(C#N)cc2)CCN1C(=O)C1(c2ccc(Cl)cc2)CCC1 (configuration not stated)	7	1	-1	-1	/	-3	-1
CCN1CCN(CCCNC(=O)C2c3ccccc3C(=O)N(c3ccc(OC)cc3)C2c2ccc(OC)cc2)CC1 (configuration not stated)	/	13	-5	-1	/	/	-9
Cc1ccc(C2C3=C(CC(C)(C)CC3=O)OC3=C2C(=O)CC(C)(C)C3)cc1	0	14	-3	0	-11	15	-4
CC1=C(C(=O)N2CCOCC2)C(c2ccc(OC(F)F)cc2)NC(=S)N1c1ccccc1 (configuration not stated)	/	14	-1	7	2	/	-2
NC(=O)Cn1c(-c2nonc2N)nc2ccccc21	/	-10	-8	-4	9	/	0
CCCc1nc(SCC(=O)Nc2ccc(N3CCOCC3)cc2)c2ccccc2n1	-5	/	/	/	-8	7	/
O=C(Nc1ccccc1Cl)c1cc(C2CCCCN2C(=O)c2ccccc2)on1 (configuration not stated)	-1	-13	0	-1	10	7	3

An excerpt from above in order of SMILES length, highest first.
Compound	esBAF inh	LGR2 inh	SIRT5 inh	S100A4 MyoIIA	FN deposition inh	Statin myotox sup	Casp6 inh
CCCN(C)C[C@H]1OCCCC[C@H](C)Oc2ccc(NC(=O)CCC(F)(F)F)cc2C(=O)N([C@H](C)CO)C[C@@H]1C	-6	6	7	-9	/	16	-2
CC(C)C[C@H](NC(=O)C1CCCC1)C(=O)N1CCC[C@H]1C(=O)NCc1ccccc1	/	5	-1	-5	-5	/	-1
CCN1CCN(c2cc(C(C)(C)C)nc3c(-c4ccccc4)c(C)nn23)CC1	-4	/	/	/	-6	-52	/
CC(=O)Nc1ccc(S(=O)(=O)N2CCN(C(=O)N3CCCC3)CC2)cc1	-9	-19	-4	-15	4	1	-1
CC1CCCCN1S(=O)(=O)c1cccc(S(=O)(=O)N2CCOCC2)c1 (configuration not stated)	-10	1	-2	-1	6	17	1
N#Cc1ccccc1COC(=O)CCCC1=NS(=O)(=O)c2ccccc2N1	7	9	32*	-4	4	-3	1
NC(=O)Cn1c(-c2nonc2N)nc2ccccc21	/	-10	-8	-4	9	/	0

The results go on:
Compound	esBAF inh	LGR2 inh	SIRT5 inh	S100A4 MyoIIA	FN deposition inh	Statin myotox sup	Casp6 inh
CC(C)CCNC(=O)Cc1csc(-c2ccccc2)n1	9	-21	1	-8	-3	-3	-5
COc1ccccc1CCNC(=O)C1CCC(=O)N(C2CC2)C1 (configuration not stated)	2	-9	-1	-3	-6	8	-1
COc1ccc(CNCCC(c2ccc(OC(C)C)cc2)c2ccccc2OC)cc1OC (configuration not stated)	-13	-4	1	-5	-10	-38	-3
COc1ccc(Nc2nc3cc(-c4ccccc4C)sc3c(=O)n2C)cc1OC	9	-22	7	-4	8	1	4
CN(C)c1ccc(/C=N/NC(=O)CNC(=O)c2ccco2)cc1	/	14	-5	-2	-7	/	-4
C=C(C)Cn1c(C)cc(C)c(S(=O)(=O)c2ccc(C)cc2)c1=O	/	22	-4	6	14	/	-1
S=c1[nH]nc(COc2ccccc2)n1/N=C/c1ccco1	/	5	/	4	-5	/	1
Cc1cc(C(=O)CSc2nnc(-c3ccccc3)n2C)c(C)n1C	3	/	/	/	-1	4	/
CC(C)CCN1CCN(Cc2cccn2-c2ccccn2)CC1CCO (configuration not stated)	/	25	3	12	-12	/	2
COc1c(C)c2c(c(O)c1C/C=C(\C)CCC(=O)O)C(=O)OC2	-20	23	0	-7	/	4	-1
C[C@@H]1CN([C@H](C)CO)C(=O)c2cc(NC(=O)CCCCCC(=O)Nc3ccccc3N)ccc2O[C@H]1CN(C)S(=O)(=O)c1cccs1	/	-13	/	1	/	/	0
Cc1ccc(C(=O)N2CCN(S(=O)(=O)N3CCCCCC3)CC2)cc1	-1	5	-2	-3	0	1	3
CCCCNC(=S)NC(C)(C)CO	2	-14	-6	-2	-3	4	-4
CC=Cc1ccc2n(c1=O)C[C@H]1[C@H](CO)[C@@H](C(=O)NCCC)N(C(=O)CC)[C@@H]21 (mixture of isomers)	3	1	-15	-26	/	7	-2
O=C(C[C@@H]1C=C[C@@H](NC(=O)c2ccncc2)[C@H](CO)O1)NCC1CCCCC1	2	-7	-1	1	2	3	1
O=C(CSc1nc2scc(-c3ccccc3)c2c(=O)[nH]1)N1CCOCC1	2	-2	1	1	/	-2	-2
O=C(C1=C[C@H](c2ccc(C(F)(F)F)cc2)C[C@H](OCc2ccc(CO)cc2)O1)N1CCCC1	/	/	1	0	/	/	1
COc1ccc(NC(=O)N(C)C[C@H]2Oc3ncc(C#CCC(C)C)cc3C(=O)N([C@@H](C)CO)C[C@H]2C)cc1	-4	-1	8	-6	-2	34	2
Cc1noc(C)c1S(=O)(=O)N(C)C[C@@H]1Oc2c(NS(=O)(=O)c3ccccc3)cccc2C(=O)N([C@H](C)CO)C[C@@H]1C	-2	-3	0	3	/	-17	0
CC(=O)c1cccc(N(C(=O)c2ccco2)C(C(=O)NC2CCCC2)c2ccccc2F)c1 (configuration not stated)	1	-3	-3	-2	0	5	/
NC(=O)c1nsc(C(=O)N(CC(=O)NC2CCCCC2)Cc2ccc(F)cc2)c1N	-17	-1	1	-4	-11	51	2
Oc1ccc(-c2[nH]ncc2-c2ccc(Br)cc2)c(O)c1	-2	6	0	-2	4	3	7
CC1(C)CC(=O)C2=C(C1)OC(N)=C(C#N)C2c1cn(-c2ccccc2)nc1-c1ccc(F)cc1 (configuration not stated)	/	-10	6	-3	5	/	-2
C[C@@H]1CCCCO[C@@H](CN(C)C(=O)NC2CCCCC2)[C@@H](C)CN([C@@H](C)CO)C(=O)c2cc(NC(=O)Nc3ccc(C(F)(F)F)cc3)ccc2O1	-9	13	-2	1	/	/	0
C[C@@H]1CCCCO[C@@H](CN(C)C(=O)Nc2ccc3c(c2)OCO3)[C@H](C)CN([C@H](C)CO)C(=O)c2cc(NC(=O)Nc3ccc(C(F)(F)F)cc3)ccc2O1	12	20	-6	-6	/	/	1
Cc1noc(C)c1S(=O)(=O)Nc1ccc2c(c1)C(=O)N([C@@H](C)CO)C[C@@H](C)[C@H](CN(C)Cc1ccccc1)OCCCC[C@H](C)O2	-5	6	0	-3	-5	/	7
